From PubChem
BRCA1 expr up: activators of BRCA1 expression; 1.1% of 380,000 active; Potency, µM (top dose mostly 46.1 µM), for the others: at the top dose activation, actives largely listed as activators; MCF7-BRCA1-FFLuc reporter, luminescence, 48 h; response scale: scaled: vehicle 0%, 10 µM genistein 100%; also: potency is read from the fitted curve at half-maximal effect; nearly all actives have a fitted effect of over 80% in size; some results filed as inactive show a strong effect at the top dose
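MCF7-BRCA1-FFLuc, 2000 cells/well; 2 h attach, 37 °C/5% CO2; compound 48 h; luciferase substrate 15 min; luminescence end-point. Norm. to genistein 10 microM max activation and DMSO; concentration-response curves fitted.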
Eya2 inh: Eya2 (human) phosphatase inhibition; recombinant Eya2, OMFP fluorescence dephosphorylation (OMFP is methylfluorescein phosphate); Potency, µM (doses to about 76.9 µM), without a hit: at the top dose activity, negative = inhibition, usual class: inhibitors; 0.006% of 330,000 active; also: potency is read from the fitted curve at half-maximal effect; % is scaled to controls: 0 for no effect and ±100 for the full control effect
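Eya2 protein (added as 0.2 uM solution) was preincubated with compound for 10 min at ambient temperature in 50 mM HEPES pH 7.5, 50 mM NaCl, 5 uM MgCl2, 0.05% BSA, 1 mM DTT. OMFP (added at 50 uM) then reacted 10 min; fluorescence read at 485/525 nm.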
USP2a inh: blocks human ubiquitin-specific protease USP2a; O75604; USP2 core, Ub-CHOP2 coupled fluorogenic reporter, 485/531; Potency, µM (highest dose often 38.3 µM), inactives show at the highest dose activity change, negative = inhibition, usual class: inhibitors; 0.01% of 330,000 active; AID 463254;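 also: potency is read from the fitted curve at half-maximal effect; plate controls were DMSO wells for no effect and full inhibition by NEM control for full effect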
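Deubiquitinase activity read as fluorescence (485/531 nm) after Ub-CHOP2 cleavage activates the enterokinase reporter on its substrate; USP2 core 10nM, Ub-CHOP2 and substrate 25nM each, 30min compound preincubation then 60min RT; data normalized to NEM, curves fitted.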
S-ASM inh: blocks human secretory acid sphingomyelinase; placental ASM, HMU-PC fluorogenic substrate, 60 min; Potency, µM (highest dose often 57.5 µM), inactives show top-dose activity change, negative = inhibition, usual class: inhibitors; 0.006% of 340,000 active; AID 504937; also: potency is read from the fitted curve at half-maximal effect
Target sequence (P17405 47-631 limits assumed): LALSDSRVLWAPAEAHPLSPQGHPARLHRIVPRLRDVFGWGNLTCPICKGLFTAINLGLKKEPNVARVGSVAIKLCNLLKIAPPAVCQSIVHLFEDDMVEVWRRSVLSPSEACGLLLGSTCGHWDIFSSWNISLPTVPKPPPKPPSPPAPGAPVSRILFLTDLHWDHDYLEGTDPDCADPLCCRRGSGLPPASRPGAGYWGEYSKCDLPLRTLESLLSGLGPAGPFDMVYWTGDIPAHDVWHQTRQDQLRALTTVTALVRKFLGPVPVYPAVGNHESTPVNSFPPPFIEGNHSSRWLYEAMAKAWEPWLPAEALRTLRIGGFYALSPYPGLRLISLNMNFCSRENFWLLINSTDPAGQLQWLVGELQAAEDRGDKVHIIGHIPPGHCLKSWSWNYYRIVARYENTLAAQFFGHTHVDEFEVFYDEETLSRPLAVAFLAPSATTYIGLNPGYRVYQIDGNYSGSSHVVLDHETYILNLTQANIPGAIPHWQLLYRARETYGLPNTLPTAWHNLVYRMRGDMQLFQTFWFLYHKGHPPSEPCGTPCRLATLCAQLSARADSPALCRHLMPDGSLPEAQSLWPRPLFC
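qHTS format. ASM enzyme prepared from human placenta hydrolyses the fluorogenic substrate HMU-PC0 (9 uM final) over 60 min at 37 °C after a 10 min compound preincubation.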
Integrin act MD: integrin-mediated muscular dystrophy alleviation activation. alpha7betagal myoblasts, beta-gal FDG fluorescence, 48 h. Potency, µM (top dose mostly 38.3 µM), for the others: at the highest dose activation, usual class: activators. 0.064% of 350,000 active;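 also: potency is read from the fitted curve at half-maximal effect; 100% = response of the positive control SU9516; nearly all actives have a fitted effect of over 60% in size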
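Alpha7betagal+/- myoblasts (passage 13) were plated 16-24 hr, then exposed to compounds (1:260 dilution of DMSO stock) for 48 hours at 37C. After MPER lysis, β-galactosidase reporter activity was read as FDG fluorescence (ex 480/em 540) after 30 minutes.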
PTAP TSG101 blk: blocks PTAP/TSG101 interaction to inhibit HIV-1 budding; Q99816; Fluorescence polarization, FITC-PTAP peptide / Tsg101 binding; Potency, µM (highest dose often 115 µM), for the others: at the top dose activity change, negative = inhibition, most hits filed as inhibitors; 340,000 tested, under 10 active; active = well fitted inhibition curve with a large enough effect in the main read-out, with a control signal flat, not every such curve was filed as active; inconclusive = small, poorly fitted or top-dose-only effect, or effect the other way, or a change in a side signal; inactive = no such curve, though single readings can be large or run the other way; also: potency is read from the fitted curve at half-maximal effect; % of control where 0% means no effect
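FP read-out: FITC-PTAP peptide, 50 nM final, binding Tsg101 binding domain, 10 uM final; 20 min, r.t.; 10 mM HEPES pH 7.5, 0.15 M NaCl, 0.01% Tween 20, 3 mM EDTA, 0.1 mM TCEP.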
B2AR arrestin: agonists driving beta-arrestin recruitment to human beta2-adrenergic receptor; beta-arrestin recruitment to beta2AR, cell-based reporter; 0.02% of 330,000 active; P07550; Potency, µM (top dose mostly 46.1 µM), for the others: top-dose activation, actives largely listed as activators;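 also: potency is read from the fitted curve at half-maximal effect; 0% = DMSO controls and full agonism = EC100 isoproterenol or metaproterenol; nearly all actives have a fitted effect of over 65% in size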
Target sequence (P07550 whole entry, looked up): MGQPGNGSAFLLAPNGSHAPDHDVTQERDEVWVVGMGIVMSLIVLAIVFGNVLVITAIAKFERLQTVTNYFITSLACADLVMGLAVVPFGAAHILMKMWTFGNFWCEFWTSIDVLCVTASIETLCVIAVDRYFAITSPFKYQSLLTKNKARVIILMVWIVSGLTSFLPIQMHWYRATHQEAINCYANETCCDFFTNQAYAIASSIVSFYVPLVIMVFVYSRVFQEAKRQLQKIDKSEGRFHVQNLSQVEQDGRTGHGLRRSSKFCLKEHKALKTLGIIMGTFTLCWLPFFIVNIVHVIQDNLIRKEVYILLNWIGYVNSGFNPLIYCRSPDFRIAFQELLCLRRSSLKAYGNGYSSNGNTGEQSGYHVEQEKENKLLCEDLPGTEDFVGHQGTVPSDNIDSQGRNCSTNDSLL
p53 reactivation: re-activators of mutant p53 | H1299 p53-A138V BP100-luciferase reporter, luminescence, 24 h | Potency, µM (series often up to 92.2 µM), for the others: top-dose activity change, positive = activation, hits mostly activators | 0.063% of 320,000 active | AID 504706; also: potency is read from the fitted curve at half-maximal effect; % of control where 0% means no effect; nearly all actives have a fitted effect of over 45% in size
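p53-null H1299 cells stably carrying temperature-sensitive p53-A138V and a BP100-luciferase reporter were pinned with compounds (4-point, 1:5 series) and held 24 hrs at 37 deg C. Luminescence was read 10 min after detection reagent.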
uPA surface inh: cell surface uPA generation inhibition | cell surface uPA generation assay, qHTS | Potency, µM (highest dose often 38.3 µM), without a hit: top-dose activity change, negative = inhibition, usual class: inhibitors | 0.31% of 330,000 active; active = well fitted inhibition curve with a large enough effect; inconclusive = small, poorly fitted or top-dose-only effect; inactive = no such curve, though single readings can be large or run the other way; tested in mouse RAW 264.7 cells; also: potency is read from the fitted curve at half-maximal effect; % is scaled to controls: 0 for no effect and ±100 for the full control effect; nearly all actives have a fitted effect of over 55% in size
TRPV1 ag: human TRPV1 agonism. 0.19% of 320,000 active. TRPV1-expressing cells, Fluo-8 calcium influx, agonist mode. activation, % at 8.33 µM. AID 540275; in the data active = activation above about 80%; inconclusive = between about 30% and that limit; also: 0% is about no effect
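TRPV1-expressing cells were cultured overnight at 35.5C and loaded with Fluo-8 calcium dye for 40 to 90 min at room temperature. After a 10 s baseline, compound was added and calcium influx was read kinetically for 3 min (ex 480/em 520 nm).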
ELG1 genotox: inducers of genotoxicity in HEK293T ELG1-luciferase cells; Potency, µM (series often up to 46 µM), for the others: at the highest dose activity change, positive = activation, actives largely listed as activators; 1.3% of 330,000 active; HEK293T ELG1-luciferase reporter, luminescence, 16 h; also: potency is read from the fitted curve at half-maximal effect; % of control where 0% means no effect; nearly all actives have a fitted effect of over 60% in size
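HEK293T cells expressing luciferase-tagged ELG1 were treated with compound or DMSO for 16 hr at 37°C. Luciferase activity was then read after 30 min with ONE-Glo at room temperature; rising signal flags genetic stress.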
Starred values were filed as active, the others as inactive; ? = inconclusive; . = not tested or not shown; & = joins results of further samples; [ ] = remark or other dose. Unless noted, calls follow the shape of the dose curve; as a rule, active = well fitted curve in the direction sought with a large enough effect; inconclusive = small, poorly fitted or top-dose-only effect, or another doubt; inactive = no such curve, though single readings can be large; an effect the other way counts as inactive or inconclusive.

SMILES	BRCA1 expr up	Eya2 inh	USP2a inh	S-ASM inh	Integrin act MD	PTAP TSG101 blk	B2AR arrestin	p53 reactivation	uPA surface inh	TRPV1 ag	ELG1 genotox
Nc1nc(NCc2ccco2)nc(N2CCCCCC2)c1[N+](=O)[O-]	-77%	-2%	-2%	0%	-22%	-4%	-0.6%	8%	-5%	9	2%
CCC1=C(CC2NCCc3ccccc32)CC2c3cc(OC)c(OC)cc3CCN2C1 (stereo unspecified)	-86%	.	.	11%	-45%[inhibitor]	-10%	.	.	-2%	.	.
COc1ccc(/C=N/NC(=O)COc2ccccc2-c2ccccc2)cc1	-77%	-12%	1%	-10%	-33%	1%	0.5%	-11%	-7%	-1	-2%
CCC(CC)CN1CCC(CN2C(=S)NC[C@@H]2CC(C)C)CC1	1%	.	.	3%	6%	-2%	.	.	-2%	.	.
Cc1noc(C)c1COC(=O)C1CCN(C(=O)c2ccc(Cl)cc2)CC1	-16%	7%	7%	4%	-7%	-2%	-0.3%	0%	-3%	4	-3%
O=C(NC(=S)Nc1ccccn1)c1ccccc1	?	21%	1%	2%	-9%	-4%	?	?	?	27	1.6µM*
CCC(=O)Nc1cc(C(=O)OCC(=O)c2ccccc2Cl)ccc1C	-3%[1.84 µM]	4%	-1%	0%	1%	1%	0.2%	9%	-4%	7	?
CCOC(=O)Cn1cc(C(=O)C(=O)N2CCOCC2)c2ccccc21	-19%	17%	-2%	0%	-38%[inhibitor]	-2%	-0.4%	13%	2%	0	8%
CCOC(=O)Nc1cc(C)c(Cl)cc1OC	9%	?	-1%	-1%	13%	-2%	2.9%	-6%	0%	6	0%
c1cncc(-c2nc3ccccc3[nH]2)c1	14%	0%&-21%	3%&0%	3%	-2%	-2%	-0.1%&-0.2%	13%&10%	8%	-4&0	-1%&2%
O=c1c2ccccc2nc2n1CCC2	-37%	-22%	1%	-1%	-22%	-2%	-1.2%	5%	0%	0	3%
COc1ccc2nc3ccccc3nc2c1N	0%	-30%	-1%	-9%	-35%	-1%	5.9%	-2%	-5%	8	18µM*
COC(=O)[C@@H](Cc1c[nH]c2ccccc12)NC(=O)c1cc(=O)[nH]c2ccccc12	-21%	-9%	0%	-4%	14%	-2%	-0.3%	-2%	-1%	5	-4%
COc1ccc(CCN2CC(C(=O)NCC3(O)CCCCC3)CCC2=O)cc1 (stereo unspecified)	-4%	-3%	2%	0%	0%	.	0.4%	20%	11%	-3	2%
Cc1ccc2nc(-c3cccc(SC4CCCCC4)c3)c(NC3CCCCC3)n2c1	0%&-2%	-22%	2%	265%[activator]	0%	-4%	-0.2%	4%	14%	.	-8%
Cc1nc2nc[nH]n2c(=O)c1NC(=O)c1c(-c2ccccc2Cl)noc1C	17%	7%	1%	0%	2%	-3%	-0.3%	-6%	3%	-3	-1%
CC12CCC(c3c(C(=O)O)nn(-c4ccccc4)c31)C2(C)C (stereo unspecified)	-33%	-5%	0%	1%	34%	-17%	0.0%	0%	-3%	0	1%
CCC(C(=O)OCC(=O)Nc1ccc(OC)cc1OC)c1ccccc1 (stereo unspecified)	2%	-10%	-1%	6%	10%	-2%	0.3%	15%	3%	15	-1%
O=C(N=C1SC2CS(=O)(=O)CC2N1c1cccc(Cl)c1)C1CCCO1 (stereo unspecified)	-3%	10%	-1%	-3%	20%	-1%	0.4%	2%	-2%	1	1%
COc1ccccc1C1C(C(N)=O)=C(C)Nc2nc(-c3ccccc3Cl)nn21 (stereo unspecified)	1%	5%	-2%	4%	9%	-4%	-0.2%	-2%	2%	-2	15%
Cn1c(N)c(C(=O)Nc2ccccc2)c(=O)[nH]c1=O	4%	.	.	5%	-3%	-2%	.	.	25%	.	.
Cc1ccc(C(=O)N/C(=C\c2ccco2)C(=O)NCCN2CCOCC2)cc1C	-2%	0%	0%	2%	-2%	-4%	-0.3%	7%	-2%	-3	13%
COc1cccc(NC(=S)Nc2cc(C(=O)O)ccc2N2CC3CC(C2)c2cccc(=O)n2C3)c1 (stereo unspecified)	-1%	1%	-10%	0%	-13%	-5%	-0.1%	8%	-14%	-18	8%
Cc1cccc(NC(=O)Nc2cc(C)on2)c1	?	.	.	-3%	23%	-6%	.	.	2%	5	.
Cc1cc([N+](=O)[O-])nn1CC(=O)Nc1cccc2nonc12	-21%	4%	0%	1%	7%	-2%	0.1%	0%	-3%	2	-5%
CC(=O)N1CCc2cc(S(=O)(=O)NCCC(=O)NC3CCCc4ccccc43)ccc21 (stereo unspecified)	-22%	1%	2%	-2%	-15%	-7%	0.3%	8%	-3%	-1	5%
CCOc1ccccc1OCCC(=O)N1CCN(S(=O)(=O)c2ccccc2[N+](=O)[O-])CC1	0%	-18%	0%	-3%	-6%	0%	-0.3%	?	15%	5	-3%
COc1ccc(CN2CCN(S(=O)(=O)c3ccc(NC(C)=O)cc3)CC2)cc1OC	-40%	-3%	1%	1%	8%	-7%	-1.3%	-4%	7%	-3	-2%
O=C(Nc1cccc(F)c1)Nc1ccnn1C1CCN(C(=O)CCN2CCCO2)CC1	-16%	2%	-1%	.	4%	1%	-0.1%	-6%	0%	3	6%
CCOC(=O)c1[nH]cnc1C(=O)Nc1ccc(F)cc1	6%	-2%	2%	-1%	9%	-1%	-0.1%	4%	1%	3	6%
Clc1cccc(-c2nc(NCCCN3CCOCC3)c3ccccc3n2)c1	-68%	-14%	-2%	-3%	-50%[inhibitor]	-4%	-0.4%	-8%	-11%	25	-18%
O=C(NNC1CC(=O)N(c2ccccc2)C1=O)c1cccnc1 (stereo unspecified)	-3%	-1%	3%	0%	8%	-2%	-0.8%	-1%	4%	2	-3%
CC(=O)c1ccc(OCC(O)COc2ccc(C(C)=O)cc2)cc1	4%	2%	3%	-1%	-8%	-8%	-0.4%	3%	-18%	0	3%
O=C(COC(=O)Cn1cnc2ccccc21)Nc1ccccc1C(F)(F)F	2%	9%	6%	2%	29%	1%	-0.2%	7%	-12%	.	2%
O=C(N/N=C1\CCc2ccccc21)c1ccccc1O	-38%	-1%	-5%	3%	19%	1%	-0.1%	.	-6%	5	?
Cc1nn(-c2ccccc2)c(Cl)c1/C=N/NC(=O)c1ccco1	6.3µM*	9%	0%	1%	-1%	0%	0.0%	9%	-4%	.	?
CCC1(C)N(O)C(C)(C)C(c2ccc(F)cc2)=[N+]1[O-] (stereo unspecified)	0%	5%	-1%	-3%	-19%	-6%	0.0%	4%	0%	-3	0%
CCn1cc(C(=O)N[C@H](C(=O)NCCO)C(C)C)c(=O)c2cc3c(cc21)OCO3	-3%	8%	-2%	15%	0%	-4%	-0.2%	4%	-6%	0	-5%
CC1=C(CC[C@@H](C)CO)OC2CC3C4CCC5CC(O)CCC5(C)C4CC(=O)C3(C)C12 (stereo partly specified)	-10%	.	.	-11%	-15%	-5%	.	.	-11%	.	.
Cc1ccc(C(=O)Nc2ccc3c(c2)OCO3)cc1Cl	.	-2%	1%	.	.	.	0.2%	23%	.	?	4.6µM*
CCOC(=O)C1(Cc2ccc(OC)cc2)CCN(C(=O)c2cccc3nccnc23)CC1	-2%	0%	0%	-3%	16%	-4%	-2.2%	-1%	10%	-2	1%
Cc1csc2ncc(C(=O)N3CCc4ccccc43)c(=O)n12	7%	.	.	5%	-4%	0%	.	.	4%	.	.
COc1ccccc1CCC(=O)OCC(=O)NC1CC1	-8%	18%	-3%	2%	0%	-3%	0.3%	13%	4%	3	-1%
NC(=O)C1CCN(c2ccc(C(F)(F)F)cn2)CC1	-4%	7%	1%	-1%	?	-4%	-0.2%	22%	5%	14	10%
COc1ccc(CN2CCN(S(=O)(=O)c3ccc(C)cc3)CC2)cc1OC	-24%	.	.	5%	-15%	-2%	.	.	-11%	.	.
Cc1ccccc1CN1CCCNC1=O	8%	1%	1%	6%	17%	-5%	-0.2%	.	.	-1	.
Cn1c(=O)c(C(=O)CN2CCN(Cc3ccc4c(c3)OCO4)CC2)c(N)n(Cc2ccccc2)c1=O	-1%	9%	0%	3%	?	-3%	0.3%	-4%	8%	0	-2%
Cn1c(CCN2CCN(c3ccccn3)CC2)nc2cc(NS(=O)(=O)c3ccccc3)ccc21	-35%	-5%	-1%	2%	?	-4%	-0.8%	?	-17%	4	-10%
